From PubChem BioAssay
ASM inhibitor: blocks human secretory acid sphingomyelinase. P17405. placental ASM, HMU-PC fluorogenic substrate, 60 min. Potency, µM (titrated, usually from 57.5 µM), for inactives: at the top dose activity change, negative = inhibition, most hits filed as inhibitors. actives 0.006% (n = 340,000). AID 504937; also: potency is read from the fitted curve at half-maximal effect
Target sequence (P17405 47-631 limits assumed): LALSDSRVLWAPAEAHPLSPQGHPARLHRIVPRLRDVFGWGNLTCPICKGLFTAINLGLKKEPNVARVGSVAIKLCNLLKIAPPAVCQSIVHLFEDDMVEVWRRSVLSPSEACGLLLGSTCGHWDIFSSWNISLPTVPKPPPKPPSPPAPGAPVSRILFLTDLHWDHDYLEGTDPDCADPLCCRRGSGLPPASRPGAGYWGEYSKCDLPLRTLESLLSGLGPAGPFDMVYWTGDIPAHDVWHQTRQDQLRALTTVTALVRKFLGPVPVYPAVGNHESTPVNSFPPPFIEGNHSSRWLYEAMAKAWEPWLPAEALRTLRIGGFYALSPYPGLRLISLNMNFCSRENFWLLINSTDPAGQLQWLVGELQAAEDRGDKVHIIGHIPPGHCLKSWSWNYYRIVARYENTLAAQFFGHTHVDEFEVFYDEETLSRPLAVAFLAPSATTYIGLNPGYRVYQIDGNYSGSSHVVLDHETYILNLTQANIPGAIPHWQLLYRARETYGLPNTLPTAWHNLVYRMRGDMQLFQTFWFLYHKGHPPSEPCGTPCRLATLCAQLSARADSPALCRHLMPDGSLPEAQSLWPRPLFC
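Human placenta-derived ASM preincubated with compound 10 min at room temperature, then reacted with 9 uM (final) fluorogenic HMU-PC substrate for 60 min at 37 C. Stop solution raises pH to 10; fluorescence read at Ex 386/Em 447 nm.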
Integrin act MD: activators of alpha7 integrin expression for muscular dystrophy; alpha7betagal myoblasts, beta-gal FDG fluorescence, 48 h; Potency, µM (doses to about 38.3 µM), for the others: at the highest dose activation, actives largely listed as activators; actives 0.064% (n = 350,000); AID 624291;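 also: potency is read from the fitted curve at half-maximal effect; 100% = response of the positive control SU9516; nearly all actives have a fitted effect of over 60% in size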
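alpha7betagal+/- myoblasts (passage 13, 250/well) treated 48 h at 37C with compounds at 1:260 dilution of DMSO stock. Lysed, then beta-galactosidase activity read as FDG fluorescence (ex 480/em 540) after 30 min, with pre-read for autofluorescence.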
A-T KAP1 phos: candidate therapy for ataxia-telangiectasia; actives 0.19% (n = 320,000); […] A-T fibroblasts, KAP-1 phosphorylation AlphaLISA; neocarzinostatin DNA damage 30 min before lysis; AID 485349; Potency, µM (series often up to 57.5 µM), for the others: at the highest dose activation, usual class: activators; also: potency is read from the fitted curve at half-maximal effect; % of control where 0% means no effect; nearly all actives have a fitted effect of over 45% in size
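hTERT-immortalized A-T patient fibroblasts ([…]), 500 cells/well in OPTI-MEM, 1% FBS, got compounds for 60 min, then NCS for 30 min at 37C. Lysates were then assayed for phospho-KAP-1 by AlphaLISA (anti-pKAP1 donor, anti-KAP1 acceptor beads), 6 hr at 25C.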
Mito fusion act: inhibitors of mitochondrial division or activators of mitochondrial fusion; AID 485298; Potency, µM (doses to about 46.1 µM), for inactives: at the top dose growth rescue (activation), most hits filed as activators; actives 0.23% (n = 320,000); S. cerevisiae fusion-defective mutant growth rescue, CellTiterGlo 48 h;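 also: potency is read from the fitted curve at half-maximal effect; % of control where 0% means no effect; nearly all actives have a fitted effect of over 45% in size; temperature-sensitive fusion mutants such as fzo1-1 at 37 °C on non-fermentable ethanol glycerol medium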
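Luminescent cell viability in 1536-well qHTS format served as the measure of rescued growth in ts fusion-mutant S. cerevisiae cultured on non-fermentable YPEG for 48 hours at 37C.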
ELG1 repair inh: inhibitors of ELG1-dependent DNA repair in HEK293T cells; HEK293T ELG1-luciferase reporter, luminescence, 16 h; DNA damage induced by 5-fluorouridine; Potency, µM (titrated, usually from 46.1 µM), without a hit: at the highest dose activity change, negative = inhibition, most hits filed as inhibitors; actives 2.3% (n = 330,000); also: potency is read from the fitted curve at half-maximal effect; % is scaled to controls: 0 for no effect and ±100 for the full control effect; nearly all actives have a fitted effect of over 55% in size
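Step one: seed 2,000 cells per well. Step two: pin-transfer compound or DMSO alongside 5-fluorouridine. Step three: incubate 16 hr, 37 °C, 5% CO2. Step four: add ONE-Glo, wait 30 min, read luminescence.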
TCR act: activators of T cell receptors. primary human leukocytes, anti-CD3, IL-2 HTRF, 48 h. Potency, µM (doses to about 9.22 µM), inactives show top-dose activation of IL-2 secretion, most hits filed as activators. 330,000 tested, under 10 active. AID 504894; also: % of control where 0% means no effect
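Using a-CD3 beads without co-stimulation, primary human leukocytes were exposed to compounds for 48 hr. An HTRF IL-2 kit measured the cytokine, with europium-to-d2 energy transfer producing emission at 665nm upon 320nm excitation.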
PTAP TSG101 blk: blocks PTAP/TSG101 interaction to inhibit HIV-1 budding | Potency, µM (highest dose often 115 µM), without a hit: at the highest dose activity change, negative = inhibition, hits mostly inhibitors | Fluorescence polarization, FITC-PTAP peptide / Tsg101 binding | 340,000 tested, under 10 active | AID 493005; active = well fitted inhibition curve with a large enough effect in the main read-out, with a control signal flat, not every such curve was filed as active; inconclusive = small, poorly fitted or top-dose-only effect, or effect the other way, or a change in a side signal; inactive = no such curve, though single readings can be large or run the other way; also: potency is read from the fitted curve at half-maximal effect; % of control where 0% means no effect
Target sequence (Q99816 whole entry, looked up): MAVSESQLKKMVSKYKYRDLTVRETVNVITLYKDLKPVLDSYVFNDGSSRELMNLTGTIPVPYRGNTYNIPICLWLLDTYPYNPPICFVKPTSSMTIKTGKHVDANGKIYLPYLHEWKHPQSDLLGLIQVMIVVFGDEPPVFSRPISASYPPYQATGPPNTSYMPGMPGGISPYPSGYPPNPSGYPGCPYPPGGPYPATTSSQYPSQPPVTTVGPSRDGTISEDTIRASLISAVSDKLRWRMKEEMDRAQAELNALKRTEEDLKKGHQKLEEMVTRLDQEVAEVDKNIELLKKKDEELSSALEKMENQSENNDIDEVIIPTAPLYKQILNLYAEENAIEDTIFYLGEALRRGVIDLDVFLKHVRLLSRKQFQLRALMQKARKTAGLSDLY
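Fluorescence anisotropy tracks displacement of a FITC-tagged PTAP peptide (50 nM) from the Tsg101 binding domain (10 uM), following a 20 min room-temperature incubation at pH 7.5.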
TSHR antagonist: human thyrotropin receptor antagonism; P16473; TSHR-expressing cells, TSH-stimulated cAMP HTRF, 2 h; hits give low values; activity change, negative = inhibition, % at 11.5 µM; actives 0.2% (n = 330,000);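 active = activity change below a set negative limit, meaning inhibition stronger than a set level, cut at about -70% in these data; inconclusive = activity change between two set negative limits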; also: % is scaled to controls: 0 for no effect and ±100 for the full control effect
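Read-out is FRET at 665 nm (cryptate excitation 337 nm) from a cryptate-tagged anti-cAMP antibody, competed by cell cAMP against cAMP-d2. Compounds are tested on freshly harvested TSHR cells challenged with 4nM TSH (EC80) for 2 hours at 37 deg C.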
Eya2 phos inh: blocks the phosphatase activity of human Eya2; recombinant Eya2, OMFP fluorescence dephosphorylation (OMFP is methylfluorescein phosphate); Potency, µM (highest dose often 76.9 µM), for the others: at the highest dose activity, negative = inhibition, most hits filed as inhibitors; actives 0.006% (n = 330,000); AID 488837; also: potency is read from the fitted curve at half-maximal effect; % is scaled to controls: 0 for no effect and ±100 for the full control effect
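Eya2 protein (added as 0.2 uM solution) was preincubated with compound for 10 min at ambient temperature in 50 mM HEPES pH 7.5, 50 mM NaCl, 5 uM MgCl2, 0.05% BSA, 1 mM DTT. OMFP (added at 50 uM) then reacted 10 min; fluorescence read at 485/525 nm.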
Tb PFK block: inhibitors of T. brucei phosphofructokinase | AID 485367 | T. brucei PFK, ADP-Glo luminescence | actives 0.17% (n = 330,000) | Potency, µM (titrated, usually from 57.5 µM), for the others: top-dose activity, negative = inhibition, actives largely listed as inhibitors | O15648;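 also: potency is read from the fitted curve at half-maximal effect; 0% = uninhibited 1x PFK enzyme wells and -100% = no-enzyme wells; nearly all actives have a fitted effect of over 60% in size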
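Luminescent ADP detection (ADP-Glo, two-step: ATP depletion then ADP-to-ATP conversion for luciferase) reported PFK activity after 45 min room-temperature reaction of 1.25 nM enzyme with 0.5 mM F6P and 0.1 mM ATP at pH 8.0.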
BCR signal inh: inhibitors of chronic active B-cell receptor signaling; ABC-DLBCL IkBa-CBG/CBR reporter, luminescence ratio, 4 h; Potency, µM (top dose mostly 46.1 µM), for inactives: at the highest dose ratio change, negative = lower green/red ratio, most hits filed as inhibitors; actives 0.05% (n = 340,000); AID 493014; active = well fitted inhibition curve with a large enough effect in the signal ratio, with a control signal flat, not every such curve was filed as active; inconclusive = small, poorly fitted or top-dose-only effect, or effect the other way, or a change in a side signal; the % refers to the signal ratio;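 also: potency is read from the fitted curve at half-maximal effect; plate controls were basal doxycycline-induced cells for no effect and cells given 10 µM MG132 for full effect; MG132 reads +100%, hits lower the ratio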
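Concentration-response series (up to 46 uM) were applied to TMD8 dual-reporter cells for 4 h at 37C with doxycycline. Green/red ratio, after filter-overlap correction, defined %Activity; red signal alone was normalised to basal cells and zero luminescence.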
Active calls of the source: *; ? = inconclusive; nt = no result given; [ ] = another dose, or the depositor's remark. Unless noted, calls follow the shape of the dose curve; as a rule, active = well fitted curve in the direction sought with a large enough effect; inconclusive = small, poorly fitted or top-dose-only effect, or another doubt; inactive = no such curve, though single readings can be large; an effect the other way counts as inactive or inconclusive.

SMILES	ASM inhibitor	Integrin act MD	A-T KAP1 phos	Mito fusion act	ELG1 repair inh	TCR act	PTAP TSG101 blk	TSHR antagonist	Eya2 phos inh	Tb PFK block	BCR signal inh
NC(=O)c1ccc(NCC2COc3ccccc3O2)c([N+](=O)[O-])c1 (centres undefined)	-7%	-10%	0%	-3%	-7%	-4%	-3%	0	10%	-23%	-1%
COc1ccccc1COCC(O)CN(Cc1ccco1)Cc1ccccc1O (centres undefined)	-1%	3%	5%	14%	?	-1%	1%	-12	-7%	-1%	0%
C=CCn1c(SCC(=O)Nc2cc(C)ccc2C)nnc1-c1cnccn1	3%	-5%	5%	11%	4%	3%	-2%	-8	9%	-4%	2%
CCN(C(=O)CSc1nnc(-c2ccc(F)cc2)n1C)C1CCS(=O)(=O)C1 (centres undefined)	1%	0%	-4%	nt	18%	-4%	-6%	1	-13%	0%	0%
CN1CCN(c2ccccc2NC(=O)c2cccc([N+](=O)[O-])c2)CC1	0%	-18%	2%	-2%	-13%	2%	-4%	-1	2%	1%	-1%
CC(=O)O/N=C/c1c(Cl)n(C)c2ccccc12	3%	-736%[inhibitor]	6%	-2%	0%	-2%	2%	-5	-26%	-1%	-7%
COc1cc(OC)cc(C(=O)OCC(=O)NCCCc2ccccc2)c1	-1%	5%	17%	-6%	-2%	3%	-4%	0	-24%	-11%	-1%
COc1cc(C(=O)NCCOC(=O)c2cccc(N(C)C)c2)cc(OC)c1OC	23%	-17%	5%	2%	12µM*	1%	-3%	6	-11%	14%	1%
COc1ccc(CCNC(=O)COC(=O)C2CC2)cc1OC	1%	-17%	5%	nt	25%	-3%	0%	15	5%	0%	-2%
O=C(Cc1ccc(F)cc1)N1CCC(CC2CC(c3ccc(Cl)cc3)=NO2)(C(=O)NCC2CCCCC2)CC1 (centres undefined)	-10%	0%	-12%	1%	?	6%	-3%	-2	10%	5%	3%
Cc1ccc(C(=O)NCCCNC(=O)c2ccccc2F)cn1	-2%	1%	-6%	-1%	-7%	0%	-1%	-7	10%	1%	-8%
COc1ccc(NS(=O)(=O)c2cc(NC(=O)c3sccc3C)ccc2N2CCOCC2)cc1	-5%	-32%	-4%	4%	?	-3%	-1%	-11	4%	1%	-3%
COc1c(Br)cc2c(C)c(C(=O)N3CCOCC3)oc2c1Br	-6%	12%[1.53 µM]	3%	11%	?	2%	-11%	0	-5%	12%	?
Cc1onc(-c2ccccc2)c1C(=O)n1nnc2ccccc21	-2%	0%	-3%	-2%	12%	4%	-4%	8	-4%	-1%	20%
Cc1ccc(NC(=O)CN2CCc3cc4c(cc3C2)OCCCO4)cc1C	23%	-34%	3%	-8%	?	0%	-11%	14	-3%	3%	4%
CC1C2C(c3ccccc3)N(C)C(=O)N(C)C2N(C)C(=O)N1C (centres undefined)	2%	6%	0%	0%	-1%	1%	?	-7	-11%	1%	2%
O=C(NCC12CC3CC(CC(C3)C1)C2)c1nn2c(c1Cl)NC(c1ccco1)CC2C(F)(F)F (centres undefined)	-3%	-29%	nt	-4%	?	2%	-2%	19	-7%	-7%	-5%
CCn1cc(C(=O)N2CCN(c3ccc(C(C)=O)cc3)CC2)c2cc(OC)c(OC)cc2c1=O	3%	-36%	0%	-1%	10%	-5%	-1%	-2	?	6%	-1%
O=C(O)c1cc(-c2ccco2)nc2ccccc12	146%[activator]	7%	-2%	-2%	15%	-3%	-15%	7	14%	1%	-3%
COc1ccc(C(C(=O)NCC2CCCO2)N(C(=O)CNC(=O)c2ccco2)c2cc(C)cc(C)c2)cc1OC (centres undefined)	3%	-4%	3%	-12%	12%	-2%	-3%	8	16%	1%	-6%
Cc1ccc(OCC(=O)OCC(=O)Nc2ccc3c(c2)OCO3)cc1C	8%	4%	-2%	nt	19%	-4%	0%	0	-17%	-5%	2%
Cc1ccc(C(=O)CN(C(=O)c2ccc(Cl)cc2)N2C(=O)c3ccccc3C2=O)cc1	-3%	16%	-6%	-1%	?	nt	nt	7	0%	0%	?
CC(C)(C)n1nnnc1C(c1ccc(Cl)cc1)N1CCCc2ccccc21 (centres undefined)	1%	3%	-4%	14%	19%	6%	0%	-8	20%	0%	0%
CCOc1ccc(Cl)cc1S(=O)(=O)N1CCC(C(=O)NCc2ccccn2)CC1	3%	?	1%	2%	-2%	-1%	2%	5	-9%	-1%	-1%
Nc1ncnc2c1ncn2[C@@H]1O[C@H](CNC(=O)[C@H](N)Cc2cscn2)[C@@H](O)[C@H]1O	-1%	15%	5%	nt	28%	-7%[46.1 µM]	-5%	24	4%	7%	?
COC(=O)/C=C/CSC1=N/C(=C/c2ccc(-n3cncn3)cc2)C(=O)N1	167%[activator]	-18%	-3%	17%	?	-4%	-1%	58	1%	-4%	-19%
Cc1ccc(NC(=O)c2ccc3c(c2)N(CC(=O)NC(C)C)C(=O)C(C)(C)O3)cc1	-2%	-6%	-2%	-12%	-7%	-1%	3%	11	-30%	0%	5%
CC(C)(C)[C@H]1C=C(C(=O)N2CCN(Cc3ccc4c(c3)OCO4)CC2)O[C@@H](OCc2ccc(CO)cc2)C1	-1%	6%	-6%	-19%	5.2µM*	2%	-1%	3	-25%	1%	-15%
N#CCCN(C(=O)CSc1ccc2c(c1)OCCO2)c1ccccc1	5%	-16%	1%	2%	-7%	nt	-7%	0	-24%	-4%	-5%
CC1CCN(S(=O)(=O)c2ccc3c(c2)c(=O)c(C(=O)NC2CCCC2)cn3C)CC1	-1%	8%	4%	1%	-18%	3%	-3%	-10	-13%	1%	-5%
CC(=O)NC1C(OC(=O)/C=C/c2ccccc2)OC(COC(C)=O)C(OC(C)=O)C1OC(C)=O (centres undefined)	1%	0%	3%	-1%	?	2%	-5%	3	4%	3%	0%
CCC(=O)c1ccc(OCC(=O)Nc2ccccc2N2CCCCC2)cc1	-3%	0%	1%	0%	2%	-4%	-1%	8	2%	-1%	?

Seven entries from above, comma-delimited:
SMILES,ASM inhibitor,Integrin act MD,A-T KAP1 phos,Mito fusion act,ELG1 repair inh,TCR act,PTAP TSG101 blk,TSHR antagonist,Eya2 phos inh,Tb PFK block,BCR signal inh
COC(=O)/C=C/CSC1=N/C(=C/c2ccc(-n3cncn3)cc2)C(=O)N1,167%[activator],-18%,-3%,17%,?,-4%,-1%,58,1%,-4%,-19%
Cc1ccc(NC(=O)c2ccc3c(c2)N(CC(=O)NC(C)C)C(=O)C(C)(C)O3)cc1,-2%,-6%,-2%,-12%,-7%,-1%,3%,11,-30%,0%,5%
CC(C)(C)[C@H]1C=C(C(=O)N2CCN(Cc3ccc4c(c3)OCO4)CC2)O[C@@H](OCc2ccc(CO)cc2)C1,-1%,6%,-6%,-19%,5.2µM*,2%,-1%,3,-25%,1%,-15%
N#CCCN(C(=O)CSc1ccc2c(c1)OCCO2)c1ccccc1,5%,-16%,1%,2%,-7%,nt,-7%,0,-24%,-4%,-5%
CC1CCN(S(=O)(=O)c2ccc3c(c2)c(=O)c(C(=O)NC2CCCC2)cn3C)CC1,-1%,8%,4%,1%,-18%,3%,-3%,-10,-13%,1%,-5%
CC(=O)NC1C(OC(=O)/C=C/c2ccccc2)OC(COC(C)=O)C(OC(C)=O)C1OC(C)=O (centres undefined),1%,0%,3%,-1%,?,2%,-5%,3,4%,3%,0%
CCC(=O)c1ccc(OCC(=O)Nc2ccccc2N2CCCCC2)cc1,-3%,0%,1%,0%,2%,-4%,-1%,8,2%,-1%,?
